# Source: PubChem (Southern Research Specialized Biocontainment Screening Center)
# M. tuberculosis HTS: M. tuberculosis growth inhibition, HTS (AID 449762). M. tuberculosis H37Rv growth inhibition, 7H9 media; higher % means a stronger effect. one-dose inhibition, % at 25 µM; IC50 in µM for titrated hits. 330,000 compounds, 0.59% hits; in the data active = a potency from the dose series; inconclusive = inhibition above about 70% without an active follow-up result;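 also: bacterial growth assessed after seven days of incubation; strong numbers were not always called active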
# H1N1 NS1A inhibition: H1N1 influenza NS1A inhibitors, functional cell based assay (AID 504329); inhibition, % at 12.5 µM, or IC50 in µM where a hit was titrated; NS1A functional cell-based assay, percent inhibition; higher % means a stronger effect; 340,000 compounds, 0.3% hits; in the data active = a potency from the dose series; inconclusive = inhibition above about 27% without an active follow-up result; also: strong numbers were not always called active
# Salmonella PhoP GFP: PhoP regulon inhibitors, Salmonella typhi PhoP promoter GFP reporter, confirmatory (AID 1850) | Salmonella Typhi PhoP-promoter GFP reporter, fluorescence, 4 h; higher % means a stronger effect | inhibition, % at 50 µM, or IC50 in µM where a hit was titrated | 310,000 compounds, 0.33% hits; in the data active = a potency from the dose series; inconclusive = inhibition mostly from about 25% at the one dose, without a potency; inactive = the rest, 99 in 100 with inhibition below about 19%;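 also: 0% = induced wells with vehicle and 100% = uninduced wells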
# VEEV TC-83 Vero: inhibitors of VEEV TC-83 cytopathic effect, confirmation, Vero cells (AID 588727). Vero cells, VEEV TC-83 cytopathic effect inhibition; higher % means a stronger effect. inhibition, % at 20 µM, or IC50 in µM where a hit was titrated. 350,000 compounds, 0.13% hits; in the data active = a potency from the dose series; inconclusive = inhibition mostly from about 14% at the one dose, without a potency; inactive = the rest, 99 in 100 with inhibition below about 12%; also: strong numbers were not always called active
# tuberculosis growth: growth inhibition of non-replicating M. tuberculosis (AID 488890); one-dose inhibition, % at 25 µM; IC50 in µM for titrated hits; Mycobacterium tuberculosis non-replicating, growth inhibition; higher % means a stronger effect; 320,000 compounds, 0.39% hits; in the data active = a potency from the dose series; inconclusive = inhibition mostly from about 82% at the one dose, without a potency; inactive = the rest, 99 in 100 with inhibition below about 76%;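 also: plate controls were DMSO cells for no effect and high antibiotic wells for full effect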
# VEEV TC-83 Vero 10K pilot screen: second read-out of VEEV TC-83 Vero, no call of its own (marks repeat the call); inhibition, %; measured here: 10K pilot screen inhibition
# Numbers without * were called inactive; i = inactive; ? = inconclusive; . = no result given.
SMILES,M. tuberculosis HTS,H1N1 NS1A inhibition,Salmonella PhoP GFP,VEEV TC-83 Vero,tuberculosis growth,others
Cn1c(O)c(/C=N/NC(=O)c2cc3ccccc3cc2O)c2ccccc21,5%,4%,7%,9.8%,75%,
Cc1ccccc1CS(=O)(=O)c1nnc([C@H](CC(C)C)NC(=O)OC(C)(C)C)o1,1%,2%,-4%,5.2%,?,
COc1ccc(-c2c(C#CC(C)(C)O)c3ccccc3n2C)cc1,?,-3%,.,0.1%,?,
O=C1CCC(C(=O)Nc2ccccc2)N1 (centres undefined),-7%,1%,4%,3.1%,-8%,
CN1CCC(NCCC(c2ccc(F)cc2)c2ccc(Cl)cc2)CC1 (centres undefined),46%,-2%,3%,i,?,
COc1ccc(C(=O)NCCCNC(=O)c2ccccn2)cc1,-16%,0%,-3%,1.4%,-10%,
C=CCN(CC(=O)NC1CCS(=O)(=O)C1)S(=O)(=O)c1ccccc1C(F)(F)F (centres undefined),-2%,-6%,4%,1.0%,-3%,
O=C(NC1CC1)C1CCN(C2CCN(C(=O)c3ccc4cccc(F)c4n3)CC2)CC1,6%,-3%,-21%,0.2%,-9%,
CC(C)Oc1ccccc1C1CC(=O)Nc2c1c(=O)n(C)c(=O)n2C (centres undefined),-7%,.,7%,.,.,
Cc1ccc(N)cc1O,-5%,-5%,.,0.7%,19%,
Cc1nnc(C)n1/N=C/c1cccc([N+](=O)[O-])c1,1%,-4%,-3%,i,-2%,
Cc1ccsc1/C=C/c1ccc2ccccc2n1,4%,-10%,-9%,i,3%,
Cc1cc(C)cc(N(CC(=O)NCCSCc2ccco2)S(C)(=O)=O)c1,-9%,0%,3%,i,4%,
Cc1cc(NS(=O)(=O)c2cn(C)nc2C)no1,-12%,-14%,0%,1.3%,9%,
Clc1ccc(-c2c[n+]3c(n2-c2ccccc2)SCC3)cc1,3%,0%,22%,2.4%,-2%,
CCOc1ccccc1-c1nc(-c2cccc(Br)c2)no1,7%,6%,-9%,i,6%,
O=C(Nc1ccc2c(c1)CCC2)c1ccccc1,-8%,-4%,-5%,0.1%,77%,
CC(OC(=O)c1ccco1)C(=O)Nc1ccc(C(F)(F)F)cc1 (centres undefined),-1%,-8%,.,i,-14%,
O=C(NNS(=O)(=O)c1ccc([N+](=O)[O-])cc1)c1ccc([N+](=O)[O-])cc1,1%,18%,-2%,i,11%,
O=C(NCc1ccc(F)cc1Cl)C1CCN(S(=O)(=O)N2CCC3(CC2)OCCO3)CC1,-6%,-9%,-2%,0.2%,5%,
Cc1nc2cc(-c3ccc(Cl)cc3)nn2c(NCCN(C)C)c1C,11%,23%,-7%,?,?,
COc1cc(-c2noc(C)c2C#Cc2ccccn2)cc(OC)c1OC,22%,6%,7%,8.0%,13%,
CC(=O)N1CCN(c2ccccc2NC(=O)COc2ccccc2C)CC1,4%,2%,1%,2.8%,5%,
O=C(NCCCNC(=O)c1cc(Cl)ccc1Cl)c1ccco1,0%,6%,11%,0.5%,-4%,
COc1ccc(C(=O)COC(=O)CCc2nc3ccccc3[nH]c2=O)cc1Br,0%,6%,-3%,0.7%,6%,
CCCN1C(=O)CSC1=Nc1ccccc1,2%,1%,-2%,0.4%,19%,
CC(C)OC(=O)NCCOC(=O)Nc1ccccc1Cl,-3%,-4%,3%,1.4%,6%,
CCOc1ccc(NC(=O)c2sc(NC(C)=O)c(C(=O)OC)c2C)cc1,4%,-11%,8%,1.6%,-2%,
Cc1ccc(C)c(NC(=O)CN(C)C(=O)Cc2ccccc2)c1,-1%,-2%,1%,0.2%,2%,
O=C(CSc1nc2ccccc2o1)N1CCN(C(=O)c2ccco2)CC1,-1%,15%,-9%,0.4%,.,
Cn1c(C(=O)NCC2CCCO2)cc2oc3ccccc3c21 (centres undefined),6%,1%,11%,6.6%,-5%,
CN(C)S(=O)(=O)c1cccc(C(=O)N2CCN(C(=O)C3CCCO3)CC2)c1 (centres undefined),-7%,-17%,.,2.6%,-2%,
CC(C)OC(=O)CSc1nnc2c3ccccc3n(C)c2n1,22%,-6%,-5%,1.1%,12%,
CCCc1ccc(-c2ccc(C(=O)O)cc2)nc1,4%,-7%,5%,0.1%,31%,
CN1C(=O)NC(c2ccc(O)cc2)C2=C1CN(c1ccc(O)cc1)C2=O (centres undefined),-4%,-4%,-1%,1.1%,9%,
Cc1onc(-c2ccccc2)c1C(=O)Nc1nc2c(s1)CCCC2,-3%,16%,-2%,7.5%,-4%,
O=C(OCCN=C1NS(=O)(=O)c2ccccc21)C1CC(=O)N(c2ccc3ccccc3c2)C1 (centres undefined),8%,-11%,-18%,i,14%,
Cn1cc(Br)c(C(=O)NNC(=O)c2ccc(Cl)cc2)n1,11%,-5%,-10%,0.7%,-10%,
C(=N\Nc1nc(N2CCOCC2)nc(N2CCOCC2)n1)/c1ccco1,-2%,.,6%,.,8%,
Cc1csc(NC(=O)CSc2nnc3ncccn23)n1,-2%,5%,1%,i,9%,
Cc1ccc(C)c2[nH]c(=O)c(CN(Cc3ccco3)C(=O)Nc3ccccc3)cc12,3%,5%,-3%,5.9%,40%,
CC1CN(C(=O)CCC(=O)NCCCN2C(C)CCCC2C)c2ccccc2O1 (centres undefined),-8%,20%,-2%,1.3%,-1%,
O=C(NCCC1=CCCCC1)C1COc2ccccc2O1 (centres undefined),1%,-8%,-9%,1.2%,?,
CCc1ccc(NC(=O)Nn2cnnc2)cc1,-4%,-10%,-2%,0.1%,3%,
O=C(/C=C/Nc1ccc(Cc2ccc(N/C=C/C(=O)C(F)(F)F)cc2)cc1)C(F)(F)F,0%,-2%,-10%,i,19%,
CCOC(=O)N1CCN(C(=O)CN(c2cc(C(F)(F)F)ccc2Cl)S(C)(=O)=O)CC1,-2%,4%,-15%,1.5%,-8%,
C=CCN1C(=O)C(CC(=O)O)SC1=Nc1ccc(C(=O)O)cc1 (centres undefined),3%,-4%,15%,0.5%,16%,
O=C1CCC(C(=O)N2CCCC(C(=O)c3ccc4ccccc4c3)C2)=NN1 (centres undefined),-2%,-1%,-4%,6.9%,9%,
COc1cccc(OCCOc2ccc(/C=C3\C(=N)N4N=C(S(C)(=O)=O)SC4=NC3=O)cc2OC)c1,0%,-21%,3%,0.1%,32%,
Cc1cccc(NC(=O)c2cccc(C(=O)Nc3cccc(C)n3)c2)n1,1%,-8%,5%,1.8%,-9%,
O=C(Nc1ccc(Nc2ccccc2)cc1)c1cc([N+](=O)[O-])ccc1Cl,3%,-1%,-3%,1.1%,26%,
COCCn1cnc2c1c(=O)n(Cc1ccccc1C#N)c(=O)n2Cc1ccccc1,-8%,-14%,6%,1.6%,-15%,
c1ccc(-c2csc3ncnc(NCCN4CCOCC4)c23)cc1,-1%,11%,-3%,6.8%,26%,
CC(NS(=O)(=O)c1ccc(Cl)c(Cl)c1)C(=O)OCC(=O)N1CCCCCC1 (centres undefined),18%,-8%,.,1.8%,51%,
Cc1cc(C)n(-c2nc3ccccc3c(=O)n2OCC(=O)OCc2ccccc2)n1,.,-6%,-9%,?,.,
C[C@]12c3[nH]c4cc(-c5ccco5)ccc4c3CCN1C(=O)[C@@H](CC(=O)NCc1cccc(C(F)(F)F)c1)C[C@@H]2C(=O)N1CCCCC1,.,-1%,.,1.8%,.,
Cc1nn(C)cc1C(N)=O,-6%,-3%,-5%,1.0%,-4%,
COc1cccc(C(C(=O)NC2CCCC2)N(C(=O)c2ccco2)c2ccc(C(C)=O)cc2)c1OC (centres undefined),6%,10%,6%,7.2%,29%,
Cc1cccc(Sc2nc(-c3ccccc3)ccc2C#N)c1,5%,-19%,0%,i,5%,
COc1ccccc1/C=N/OCc1ccc(C#N)cc1,2%,-2%,-10%,1.1%,?,

# Continued, starting with the last 4 of the part before.
SMILES,M. tuberculosis HTS,H1N1 NS1A inhibition,Salmonella PhoP GFP,VEEV TC-83 Vero,tuberculosis growth,others
Cc1nn(C)cc1C(N)=O,-6%,-3%,-5%,1.0%,-4%,
COc1cccc(C(C(=O)NC2CCCC2)N(C(=O)c2ccco2)c2ccc(C(C)=O)cc2)c1OC (centres undefined),6%,10%,6%,7.2%,29%,
Cc1cccc(Sc2nc(-c3ccccc3)ccc2C#N)c1,5%,-19%,0%,i,5%,
COc1ccccc1/C=N/OCc1ccc(C#N)cc1,2%,-2%,-10%,1.1%,?,
Cc1ccc(CSCc2ccc(C(=O)NC3CCCC3)o2)cc1,-6%,1%,-6%,i,76%,
Clc1ccc(C(Cl)(Cl)Cl)c(Cl)c1,1%,-30%,.,i,15%,
COc1cc(-c2noc(C)c2C(=O)NCCc2ccccc2)cc(OC)c1OC,-4%,13%,.,1.4%,.,VEEV TC-83 Vero 10K pilot screen=1.1
O=C(Nc1ccc2c(c1)OCO2)c1cccc2c1C(=O)N(C1CCCCC1)C2,-5%,.,16%,1.4%,2%,
CCN(CC)S(=O)(=O)c1ccc(/C=C/C(=O)OCC(=O)c2c(N)n(C)c(=O)n(C)c2=O)cc1,-3%,-8%,6%,2.9%,6%,
Cc1ccc[n+](CC(=O)Nc2ccc(C)c(C)c2)c1,1%,2%,-7%,0.2%,1%,
O=C(Nc1ccc(N2CCOCC2)cc1)c1ccc(Cl)c(S(=O)(=O)N2CCCCC2)c1,-1%,3%,.,1.1%,-19%,
Clc1ccc(OCc2noc(-c3ccsc3)n2)c(Cl)c1,4%,-9%,9%,1.1%,50%,
Cc1ccc(S(=O)(=O)N2CCOCC2)cc1NC(=O)COc1ccc(-c2nnco2)cc1,-6%,-2%,3%,0.2%,16%,
C=CCNC(=O)c1cc2sccc2n1C,-10%,-5%,0%,i,-8%,
CC(=O)Nc1ccc(NS(=O)(=O)c2cccc3nonc23)cc1,0%,3%,-3%,0.9%,12%,
CC1CCN(CCCNC(=O)c2cn(C)c3ccc(S(=O)(=O)N4CCCC4)cc3c2=O)CC1,2%,-3%,4%,2.5%,2%,
Cc1ccc(N=Cc2ccc(N(C)C)cc2)cc1C,-1%,-13%,-2%,0.8%,18%,
O=C(NN=C1CCCCCC1)c1cc2ccccc2cc1O,-20%,-17%,-7%,9.5%,39%,
O=C(NC1CC1)C1=C[C@H](c2ccccc2)C[C@H](OCc2ccc(CO)cc2)O1,5%,-3%,8%,0.9%,-12%,
Cc1ccc(OCCNC(=O)CNC(=O)c2ccccc2Cl)cc1,-2%,-10%,.,1.1%,-13%,
Cc1cccc(CC(C)NC(=O)CCc2nnc(CCCCc3ccccc3)o2)n1 (centres undefined),-3%,-13%,0%,0.3%,14%,VEEV TC-83 Vero 10K pilot screen=0.8
C[N+](C)(C)CC1CCCc2ccccc2C1=O (centres undefined),.,-21%,.,?,.,
CCc1nn(-c2ccccc2)c(=S)c2ccccc12,10%,10%,-10%,i,1%,
CC(C)c1ccc(NC(=O)Cn2nnc(C(=O)NCc3ccc4c(c3)OCO4)c2N)cc1,4%,-12%,2%,i,-19%,
COc1ccc(-c2nnc(SC(C)C(=O)Nc3c(C)n(C)n(-c4ccccc4)c3=O)o2)cc1 (centres undefined),-3%,-5%,5%,0.4%,0%,VEEV TC-83 Vero 10K pilot screen=0.3
COc1ccc(O)c(-c2cc(-c3cccc(Br)c3)n[nH]2)c1,?,-7%,-2%,6.8%,3%,
CCOc1cccc(C(=O)Nc2ccc(N(CC)CC)cc2)c1,-1%,12%,-11%,7.8%,21%,
CC(NC(=O)CC12CC3CC(CC(C3)C1)C2)C(=O)O (centres undefined),-8%,6%,-6%,i,-10%,

# Random excerpt: two records from the list, in no set order.
SMILES,M. tuberculosis HTS,H1N1 NS1A inhibition,Salmonella PhoP GFP,VEEV TC-83 Vero,tuberculosis growth,others
CCN(CC)S(=O)(=O)c1ccc(/C=C/C(=O)OCC(=O)c2c(N)n(C)c(=O)n(C)c2=O)cc1,-3%,-8%,6%,2.9%,6%,
CN1C(=O)NC(c2ccc(O)cc2)C2=C1CN(c1ccc(O)cc1)C2=O (centres undefined),-4%,-4%,-1%,1.1%,9%,

# Next structures.
SMILES,M. tuberculosis HTS,H1N1 NS1A inhibition,Salmonella PhoP GFP,VEEV TC-83 Vero,tuberculosis growth,others
CCOc1cccc(C(=O)Nc2ccccc2OC(F)F)c1,2%,-2%,-4%,1.4%,32%,
CCOC(=O)/C(C#N)=N/Nc1ccc(S(=O)(=O)N2CCc3ccccc32)cc1,-2%,-7%,-1%,3.1%,38%,
O=C(CN1C(=O)CC(c2ccco2)Sc2ccccc21)NC1CCCCC1 (centres undefined),-4%,3%,-8%,4.6%,.,
CCC(=O)c1ccccc1OCCN1C(=O)NC(C)(C)C1=O,-13%,4%,9%,1.1%,-7%,
Cc1ccc(-c2csc(-c3c[nH]c4ccccc34)n2)c(C)c1,19%,3%,-9%,3.6%,16%,
